Eya2 phos inh – Eya2 (human) phosphatase inhibition; Potency, µM (titrated, usually from 76.9 µM), without a hit: top-dose activity, negative = inhibition, most hits filed as inhibitors; hit rate 0.006% among 330,000; AID 488837; recombinant Eya2, OMFP fluorescence dephosphorylation (OMFP is methylfluorescein phosphate); O00167; further: potency means the concentration at half of the fitted maximal effect
Target sequence (O00167 whole entry, looked up): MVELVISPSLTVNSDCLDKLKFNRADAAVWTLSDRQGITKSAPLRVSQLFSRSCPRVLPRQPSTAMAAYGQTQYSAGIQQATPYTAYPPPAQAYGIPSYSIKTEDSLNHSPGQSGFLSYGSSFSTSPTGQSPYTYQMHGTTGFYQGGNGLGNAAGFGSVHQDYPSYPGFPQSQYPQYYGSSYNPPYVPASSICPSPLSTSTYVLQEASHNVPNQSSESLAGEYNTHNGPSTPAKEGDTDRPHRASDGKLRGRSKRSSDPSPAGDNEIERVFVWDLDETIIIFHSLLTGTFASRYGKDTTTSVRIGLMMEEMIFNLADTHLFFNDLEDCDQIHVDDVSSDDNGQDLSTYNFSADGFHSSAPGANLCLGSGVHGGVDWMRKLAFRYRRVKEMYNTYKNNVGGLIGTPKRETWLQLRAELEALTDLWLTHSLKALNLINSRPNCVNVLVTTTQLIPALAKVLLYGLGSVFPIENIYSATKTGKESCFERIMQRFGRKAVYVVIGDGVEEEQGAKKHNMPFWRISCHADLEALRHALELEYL
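Eya2 protein (added as 0.2 uM solution) was preincubated with compound for 10 min at ambient temperature in 50 mM HEPES pH 7.5, 50 mM NaCl, 5 uM MgCl2, 0.05% BSA, 1 mM DTT. OMFP (added at 50 uM) then reacted 10 min; fluorescence read at 485/525 nm.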
Coupling enz – inhibits coupling enzyme system, counter-screen for aldolase hits; hit rate 0.67% among 290,000; coupling enzyme system counterscreen, AmpLite Red fluorescence; activity change, negative = inhibition, % at 58.2 µM, hits read low; in the data active means activity change below about -30%
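Fluorescence at 525 nm excitation and 598 nm emission measured inhibition of the coupled detection system without aldolase. Compounds (at 57.5 uM final) were preincubated 10 min at room temperature with coupling enzyme reagent before a 20 min substrate/AmpLite Red step.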
uPA surface inh – blocks generation of uPA at the cell surface | cell surface uPA generation assay, qHTS | Potency, µM (highest dose often 38.3 µM), for inactives: top-dose activity change, negative = inhibition, actives largely listed as inhibitors | hit rate 0.31% among 330,000 | AID 540303; active means well fitted inhibition curve with a large enough effect; inconclusive means small, poorly fitted or top-dose-only effect; inactive means no such curve, though single readings can be large or run the other way; tested in mouse RAW 264.7 cells; further: potency means the concentration at half of the fitted maximal effect; nearly all actives have a fitted effect of over 55% in size
PKM2 activator – PKM2 (human) enzyme activation | hit rate 0.34% among 260,000 | AID 1631 | Potency, µM (titrated, usually from 57.5 µM), for the others: top-dose activation, actives largely listed as activators | purified PKM2, Kinase-Glo ATP luminescence, activation; response scale: 0% is enzyme alone, no compound | P14618; further: potency means the concentration at half of the fitted maximal effect; nearly all actives have a fitted effect of over 55% in size
Target sequence (P14618 whole entry, looked up): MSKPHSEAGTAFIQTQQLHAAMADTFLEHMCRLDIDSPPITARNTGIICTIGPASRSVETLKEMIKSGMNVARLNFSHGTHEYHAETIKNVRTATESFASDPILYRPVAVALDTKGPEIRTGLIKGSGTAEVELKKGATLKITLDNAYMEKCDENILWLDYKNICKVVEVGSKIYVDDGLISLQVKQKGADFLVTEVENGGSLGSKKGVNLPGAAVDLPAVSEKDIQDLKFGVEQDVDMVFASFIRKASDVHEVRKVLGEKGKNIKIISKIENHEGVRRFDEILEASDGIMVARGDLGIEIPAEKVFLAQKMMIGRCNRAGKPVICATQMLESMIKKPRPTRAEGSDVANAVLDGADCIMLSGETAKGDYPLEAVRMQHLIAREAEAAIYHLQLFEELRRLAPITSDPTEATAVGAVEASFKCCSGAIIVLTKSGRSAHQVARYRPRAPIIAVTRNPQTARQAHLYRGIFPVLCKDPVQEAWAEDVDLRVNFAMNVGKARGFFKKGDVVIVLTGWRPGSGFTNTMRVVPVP
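ATP formation by purified human PK-M2, quantified via coupled luciferase luminescence after 1 h at room temperature with 0.1 mM ADP and 0.5 mM PEP final.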
Giardia killer – kills Giardia lamblia. activity change, % at 7.66 µM, hits read low. hit rate 0.15% among 340,000. Giardia lamblia trophozoite viability; in the data active means activity change below about -80%; inconclusive means between about -30% and that limit;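 further: parasites exposed to compound for two days anaerobically before the ATP read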
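Anaerobic 48 hrs incubation at 37 deg C of 100 trophozoites/well with test compounds; ATPLite 1-Step luminescence, 15-30 min RT, reports cellular ATP as viability.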
Chronic BCR inh – inhibitors of chronic active B-cell receptor signaling; ABC-DLBCL IkBa-CBG/CBR reporter, luminescence ratio, 4 h; Potency, µM (titrated, usually from 46.1 µM), for the others: top-dose ratio change, negative = lower green/red ratio, usual class: inhibitors; hit rate 0.05% among 340,000; active means well fitted inhibition curve with a large enough effect in the signal ratio, with a control signal flat, not every such curve was filed as active; inconclusive means small, poorly fitted or top-dose-only effect, or effect the other way, or a change in a side signal; the % refers to the signal ratio;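 further: potency means the concentration at half of the fitted maximal effect; plate controls were basal doxycycline-induced cells for no effect and cells given 10 µM MG132 for full effect; MG132 reads +100%, hits lower the ratio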
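TMD8 ABC-DLBCL cells carrying doxycycline-inducible green luciferase fused to IkappaBalpha plus unfused red luciferase were exposed to compounds (up to 46 uM) for 4 hrs at 37C. Activity came from the overlap-corrected green/red luminescence ratio.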
* = called active by the depositor; ? = inconclusive; nt = no result given; ! = a repeat was not active; [ ] = another dose, or the depositor's remark. Unless noted, the call rests on the fitted dose curve; in most records, active means well fitted curve in the direction sought with a large enough effect; inconclusive means small, poorly fitted or top-dose-only effect, or another doubt; inactive means no such curve, though single readings can be large; an effect the other way counts as inactive or inconclusive. Unless noted, on the % scale 0 is the no-effect control and ±100 the full control effect.

entry | Compound | Eya2 phos inh | Coupling enz | uPA surface inh
1 | CC12CCC=CC1C(c1ccc3ccccc3c1Br)N(Cc1ccccc1)C2=O (centres undefined) | nt | -5.3 | nt
2 | CC(=O)Nc1ccc(SCCN2CCN(CCc3ccccc3)CCC2=O)cc1 | nt | 2.1 | nt
3 | CN(C(=O)Cc1ccccc1OC(=O)c1ccccc1)c1ccccc1I | nt | 6.3 | nt
4 | COc1ccc(-c2ccc(OC)c(C3C4C=CCC(C)C4C(=O)N3Cc3ccccc3)c2)cc1C (centres undefined) | nt | -0.3 | nt
5 | CC(C)[C@H](/C=C/C[Si](C)(C)C)[C@H](C)C(O)/C=C/CCCOC(=O)C(C)(C)C (some centres undefined) | nt | 0.7 | nt
6 | COc1cc2c3cc1OCc1c(O)c(OC)cc4c1C(Cc1ccc(cc1)Oc1cc(ccc1O)CC3N(C)CC2)N(C)CC4 (centres undefined) | nt | 2.6 | nt
7 | C[C@H]1C(=O)N(S(=O)(=O)c2ccc([N+](=O)[O-])cc2)[C@H]1c1ccc(F)cc1 | nt | -1.2 | nt
8 | COCCNC(=O)C1(C(F)(F)F)C/C(=C\CCO)CCCO1 (centres undefined) | nt | 0.9 | nt

entry | PKM2 activator | Giardia killer | Chronic BCR inh
1 | nt | 16.1 | nt
2 | nt | 13.9 | nt
3 | nt | 2.2 | nt
4 | nt | 12.9 | nt
5 | nt | -1.9 | nt
6 | nt | -7.9 | nt
7 | nt | 6.0 | nt
8 | nt | -13.8 | nt

Next section.
entry | Compound | Eya2 phos inh | Coupling enz | uPA surface inh
9 | CC(C)(C)OC(=O)N1C=CCC1CN1C(=O)COCC1=O (centres undefined) | nt | 3.2 | nt
10 | CC[Si](CC)(CC)O[C@H]([C@@H](C)COCOC)[C@@H](C)COCc1ccc(OC)cc1 | nt | 0.5 | nt
11 | CC(C)(C)OC(=O)N1C2C=CC1C1=COCCN1C2=O (centres undefined) | nt | -5.1 | nt
12 | COc1ccc(-c2ccc(C3C4C=CCCC4(C)C(=O)N3Cc3ccccc3)c(F)c2)cc1OC (centres undefined) | nt | 2.2 | nt
13 | Nc1cccc(B(O)O)c1 | nt | -1.3 | nt
14 | O=C(O)c1ccc(B(O)O)cc1 | nt | 4.4 | nt
15 | CC(=O)c1ccsc1B(O)O | nt | 3.8 | nt
16 | C[n+]1cc2c3c(ccc2c2ccc4cc5c(cc4c21)OCO5)OCO3 | 1.4% | -43.5*! | nt

entry | PKM2 activator | Giardia killer | Chronic BCR inh
9 | nt | 5.3 | nt
10 | nt | 23.1 | nt
11 | nt | 3.8 | nt
12 | nt | 5.8 | nt
13 | 0.0% | 0.5 | nt
14 | 0.9% | 2.2 | nt
15 | 3.9% | -13.2 | nt
16 | nt | ? | nt

Continued:
entry | Compound | Eya2 phos inh | Coupling enz | uPA surface inh
17 | COC(=O)c1c(NC(=O)CS(=O)(=O)c2ccc(C)cc2)sc2c1CCCCC2 | nt | nt | nt
18 | CCc1cccc(NC(=O)CSc2ncccc2C(=O)Oc2ccccc2Cl)c1 | nt | nt | nt
19 | Cn1ccc2c(OCC(=O)Nc3ccc([N+](=O)[O-])cc3)cccc2c1=O | nt | nt | nt
20 | CCCc1cc(=O)oc2c3c(ccc12)OCN(Cc1ccc(OC)cc1)C3 | nt | nt | nt
21 | O=C(CSc1nc(=O)n(Cc2ccccn2)c2c1CCC2)Nc1ccccc1 | nt | nt | nt
22 | CCCn1c2ccc(F)cc2c2nnc(SCCN(CC)CC)nc21 | nt | nt | nt
23 | CC1(C)c2[nH]c3ccccc3c2C[C@@H]2C(=O)N(Cc3ccc(F)cc3)C(=O)N21 | nt | nt | -2.1%
24 | CC(Nc1nc(-c2ccc(F)cc2)cs1)c1nc2cc(C(F)(F)F)ccc2n1CCOCCO (centres undefined) | nt | nt | 19.5%

entry | PKM2 activator | Giardia killer | Chronic BCR inh
17 | nt | -29.7 | ?
18 | nt | -2.2 | -1.6%
19 | nt | 16.4 | -21.1%
20 | nt | 32.6[activator] | ?
21 | nt | -7.2 | ?
22 | nt | 29.3 | 24.4%
23 | nt | 10.7 | nt
24 | nt | 5.4 | nt

Later entries:
entry | Compound | Eya2 phos inh | Coupling enz | uPA surface inh
25 | CN(C)Cc1ccc(-c2nc3cccc4c3n2CCNC4=O)cc1 | nt | nt | ?
26 | CCOC(=O)C(C#N)(Cc1cc(OC)cc(OC)c1)Cc1cc(OC)cc(OC)c1 | nt | nt | 9.3%
27 | CC(=O)Nc1ccccc1Nc1nc(NCCO)nc(N2CCCC2)n1 | nt | nt | 0.2%
28 | Cn1c(=O)c2[nH]c(CCCC(=O)O)nc2n(Cc2ccccc2)c1=S | nt | nt | -4.3%
29 | OCCCn1c(CCNc2nc(-c3ccc(Cl)cc3)cs2)nc2cc(C(F)(F)F)ccc21 | nt | nt | 21.6%
30 | COc1ccc(Nc2nc(NCCO)nc(N3CCCC3)n2)cc1 | nt | nt | -12.4%
31 | COc1ccc2nc(-c3ccc(F)cc3)sc2c1 | nt | nt | ?
32 | N#Cc1c(N)n[nH]c1Cc1cccc2ccccc12 | nt | nt | 6.1%

entry | PKM2 activator | Giardia killer | Chronic BCR inh
25 | nt | -9.5 | nt
26 | nt | -9.2 | nt
27 | nt | 2.5 | nt
28 | nt | 5.8 | nt
29 | nt | -5.0 | nt
30 | nt | -4.7 | nt
31 | nt | -14.4 | nt
32 | nt | ? | nt

Continuation.
entry | Compound | Eya2 phos inh | Coupling enz | uPA surface inh
33 | O=C1CC2(CCCC2)Oc2ccccc21 | nt | nt | -17.5%
34 | OCC[C@@H]1C[C@H](O)[C@@H](O)[C@@]2(CCCO2)O1 | nt | nt | 4.0%
35 | Cc1cc2sc3ccc(C#CC4(O)CCCCC4)cc3c(=O)c2cc1C | nt | nt | 10µM*
36 | Cc1c(CCCC(=O)O)sc(N)c1C(=O)c1cccc(C(F)(F)F)c1 | nt | nt | 0.3%
37 | N#CCCn1nc(Cc2cccc3ccccc23)c(C#N)c1N | nt | nt | 12.3%
38 | COc1cc(C2=CCN(C(C)=O)CC2)ccc1OC(C)=O | nt | nt | -7.1%
39 | OCC[C@@H]1C[C@H](O)[C@@H](O)[C@@]2(CCCCO2)O1 | nt | nt | 1.4%
40 | COc1ccc(-c2nc(-c3ccc(C(=O)O)cc3)no2)cc1 | nt | nt | ?

entry | PKM2 activator | Giardia killer | Chronic BCR inh
33 | nt | 30.0 | nt
34 | nt | 3.2 | nt
35 | nt | ? | nt
36 | nt | 9.6 | nt
37 | nt | 3.1 | nt
38 | nt | 0.9 | nt
39 | nt | 9.3 | nt
40 | nt | -25.1 | nt

New compounds follow
entry | Compound | Eya2 phos inh | Coupling enz | uPA surface inh
41 | O=C(NCc1ccccc1)C1=C[C@@H](c2ccc(C(F)(F)F)cc2)C[C@@H](OCCCCO)O1 | nt | nt | 4.5%
42 | COc1ccccc1-c1nc(-c2ccc(C(=O)O)cc2)no1 | nt | nt | 4.5%
43 | O=C(Nc1ccc(Cl)c(C(F)(F)F)c1)[C@@H]1CC=C[C@@H]2CCN(C3CCCCC3)C(=O)[C@@H]21 | nt | nt | -1.6%
44 | CCOc1ccccc1Nc1nc(N2CCCC2)nc(N2CCOCC2)n1 | nt | nt | -7.4%
45 | CC1(C)c2[nH]c3ccccc3c2C[C@@H]2C(=O)N(c3ccc(F)cc3F)C(=O)N21 | nt | nt | 9.5%
46 | C#CCNC(=O)[C@H](Cc1ccc(C(=O)c2ccccc2)cc1)NC(=O)OC(C)(C)C | nt | nt | -17.0%
47 | Cc1ccccc1CN1C(=O)[C@H]2Cc3c([nH]c4ccccc34)C(C)(C)N2C1=O | nt | nt | 20.4%
48 | COc1cc(/C=C2/N=C(c3ccccc3)OC2=O)c(F)cc1OCc1ccccc1 | nt | nt | 8.7%

entry | PKM2 activator | Giardia killer | Chronic BCR inh
41 | nt | -0.8 | nt
42 | nt | -23.0 | nt
43 | nt | -6.0 | nt
44 | nt | 14.5 | nt
45 | nt | 1.1 | nt
46 | nt | 7.4 | nt
47 | nt | -27.7 | nt
48 | nt | 5.8 | nt

Single records, as listed above. Order of values: Eya2 phos inh, Coupling enz, uPA surface inh, PKM2 activator, Giardia killer, Chronic BCR inh
CC1(C)c2[nH]c3ccccc3c2C[C@@H]2C(=O)N(c3ccc(F)cc3F)C(=O)N21 is listed with nt, nt, 9.5%, nt, 1.1, nt
COc1ccccc1-c1nc(-c2ccc(C(=O)O)cc2)no1 is listed with nt, nt, 4.5%, nt, -23.0, nt
O=C(NCc1ccccc1)C1=C[C@@H](c2ccc(C(F)(F)F)cc2)C[C@@H](OCCCCO)O1 is listed with nt, nt, 4.5%, nt, -0.8, nt
C#CCNC(=O)[C@H](Cc1ccc(C(=O)c2ccccc2)cc1)NC(=O)OC(C)(C)C is listed with nt, nt, -17.0%, nt, 7.4, nt

Further entries.
entry | Compound | Eya2 phos inh | Coupling enz | uPA surface inh
49 | O=C1C[C@@H]2c3c(cccc3CN1Cc1ccccc1Br)C[C@@H](O)[C@H]2O | nt | nt | 5.7%
50 | CCCCN1CC[C@H]2C=CC[C@@H](C(=O)Nc3ccc(Cl)c(C(F)(F)F)c3)[C@H]2C1=O | nt | nt | -7.5%
51 | COc1ccc(-c2ccc3oc(-c4ccc(OC)cc4)c(C#CC4(O)CCCCC4)c3c2)cc1 | nt | nt | 15.5%
52 | C=CCN(CC(=O)c1sc(C(=O)OCC)nc1C)c1cccc(Br)c1 | nt | nt | 0.4%
53 | Cc1ccc(Nc2nc(NCCO)nc(N3CCCC3)n2)cc1 | nt | nt | -7.2%
54 | O=C(c1ccc(Cl)cc1)N1CCC(=O)N(C(CO)Cc2ccccc2)CC1 (centres undefined) | nt | nt | 12.7%
55 | O=C(NCc1ccccc1)C1Nc2ccc(OC(F)(F)F)cc2C2C=CCC12 (centres undefined) | nt | nt | 7.6%
56 | CC(C)Oc1ccc(Cl)cc1Nc1nc(NCCO)nc(N2CCCC2)n1 | nt | nt | ?

entry | PKM2 activator | Giardia killer | Chronic BCR inh
49 | nt | 11.1 | nt
50 | nt | -8.8 | nt
51 | nt | -1.9 | nt
52 | nt | 3.7 | nt
53 | nt | -17.0 | nt
54 | nt | 4.3 | nt
55 | nt | -18.6 | nt
56 | nt | -12.0 | nt

Other records follow:
entry | Compound | Eya2 phos inh | Coupling enz | uPA surface inh
57 | Cc1ccc2c(c1)C1C=CCC1C(C(=O)NCCCN1CCOCC1)N2 (centres undefined) | nt | nt | 13.4%
58 | N#Cc1c(Cc2cccc3ccccc23)nn(CCO)c1N | nt | nt | 12.7%
59 | CC1(C)c2[nH]c3ccccc3c2C[C@H]2C(=O)N(Cc3ccccc3F)C(=O)N21 | nt | nt | -24.4%
60 | CCc1cc(-c2ccc3c(c2)COc2c4ccccc4nn2-3)on1 | nt | nt | ?

entry | PKM2 activator | Giardia killer | Chronic BCR inh
57 | nt | -2.0 | nt
58 | nt | -12.3 | nt
59 | nt | 6.7 | nt
60 | nt | -6.3 | nt

Screening data deposited in PubChem BioAssay by National Center for Advancing Translational Sciences (NCATS).

An excerpt; count on the stated rates, not on these rows.
